LYPLA2 counter – LYPLA2 (human) inhibition in PME1 counter-screen; 320,000 tested, 0.38% active; recombinant LYPLA2, FP-Rh probe fluorescence polarization; inhibition, % at 5.9 µM; O95372; AID 2177;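 active = inhibition above the screen-wide mean plus 3 SD, limit set per campaign, cut at about 26% in these data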;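 also: 0% = LYPLA2 with DMSO and 100% = wells lacking LYPLA2 enzyme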
Target sequence (O95372 whole entry, looked up): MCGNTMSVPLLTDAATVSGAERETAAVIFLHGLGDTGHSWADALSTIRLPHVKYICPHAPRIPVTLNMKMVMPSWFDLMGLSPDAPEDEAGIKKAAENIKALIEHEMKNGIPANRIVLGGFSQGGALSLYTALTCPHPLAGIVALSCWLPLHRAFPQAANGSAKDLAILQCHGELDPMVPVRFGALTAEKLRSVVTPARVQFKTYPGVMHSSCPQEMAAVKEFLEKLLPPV
PREPL inhibitor – human PREPL enzyme inhibition; inhibition, % at 5.96 µM; AID 2751; 320,000 tested, 0.68% active; recombinant PREPL, fluorescence polarization activity-based probe; Q4J6C6; in the data active = inhibition above about 43%;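 also: 0% = enzyme with DMSO and 100% = wells lacking enzyme; many of its hits are not listed in these tables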
PP5 primary – PP5 (human) phosphatase inhibition; 320,000 tested, 0.18% active; purified PP5c, OMFP substrate fluorescence; AID 1987; inhibition, % at 6.7 µM;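 active = inhibition above the campaign's mean inhibition across all tested compounds plus 3 SD, cut at about 9.5% in these data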;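 also: 0% = DMSO only and 100% = 100 µM cantharidin control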
Target sequence (P53041 whole entry, looked up): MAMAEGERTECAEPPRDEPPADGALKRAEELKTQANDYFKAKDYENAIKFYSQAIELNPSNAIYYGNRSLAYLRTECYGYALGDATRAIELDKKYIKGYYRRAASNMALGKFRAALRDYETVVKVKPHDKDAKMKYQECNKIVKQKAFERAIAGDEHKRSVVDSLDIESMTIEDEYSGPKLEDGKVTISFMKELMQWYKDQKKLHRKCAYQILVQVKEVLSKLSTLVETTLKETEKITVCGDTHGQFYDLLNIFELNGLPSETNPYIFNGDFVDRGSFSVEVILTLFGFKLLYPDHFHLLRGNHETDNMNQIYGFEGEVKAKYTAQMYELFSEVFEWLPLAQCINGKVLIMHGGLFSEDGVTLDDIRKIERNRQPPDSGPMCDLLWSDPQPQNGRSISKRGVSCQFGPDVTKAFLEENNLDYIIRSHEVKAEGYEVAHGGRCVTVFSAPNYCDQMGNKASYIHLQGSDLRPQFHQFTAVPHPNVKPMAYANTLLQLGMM
JMJD2C inh – human JMJD2C demethylase inhibition | Q9H3R0 | GST-JMJD2C(1-420) H3K9me3 demethylation, DELFIA europium | inhibition, % at 2.35 µM | 330,000 tested, 0.069% active;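 active = more than half of a compound's replicate wells show inhibition beyond 50%, single wells judged on their own value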;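 also: signal counts dimethyl H3K9 product captured on neutravidin plate; 0% = median of DMSO wells and 100% = 0.3 times that DMSO median; strong numbers were not always called active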
TPT1 inh – blocks Candida albicans tRNA 2'-phosphotransferase; inhibition, % at 5 µM; 300,000 tested, 0.81% active; recombinant caTPT1, FP RNA substrate dephosphorylation;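 active = inhibition above the mean of all tested compounds plus 3 SD, set per screening campaign, cut at about 24% in these data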;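 also: plate controls were DMSO alone for no effect and ferristatin control at 100 nM for full effect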
Fh CTSL1 inh – cathepsin L1 inhibition, PFM18AAP counter-screen; 300,000 tested, 0.49% active; inhibition, % at 5.96 µM; recombinant F. hepatica cathepsin L1, Z-Leu-Arg-MCA fluorescence;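 active = inhibition above the mean of all tested compounds plus 3 SD, set per screening campaign, cut at about 17% in these data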;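 also: 0% = plate median of test compound wells and 100% = 1 µM Z-Phe-Ala-diazomethylketone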
PP1 inh – blocks human PP1-alpha phosphatase, a PP5 counter-screen | P62136 | purified PP1alpha, OMFP fluorescence | inhibition, % at 6.7 µM | 320,000 tested, 0.9% active | AID 2235;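 active = inhibition above the mean inhibition of all tested compounds plus 3 SD, computed separately for each screening campaign, cut at about 15% in these data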
Target sequence (P62136 whole entry, looked up): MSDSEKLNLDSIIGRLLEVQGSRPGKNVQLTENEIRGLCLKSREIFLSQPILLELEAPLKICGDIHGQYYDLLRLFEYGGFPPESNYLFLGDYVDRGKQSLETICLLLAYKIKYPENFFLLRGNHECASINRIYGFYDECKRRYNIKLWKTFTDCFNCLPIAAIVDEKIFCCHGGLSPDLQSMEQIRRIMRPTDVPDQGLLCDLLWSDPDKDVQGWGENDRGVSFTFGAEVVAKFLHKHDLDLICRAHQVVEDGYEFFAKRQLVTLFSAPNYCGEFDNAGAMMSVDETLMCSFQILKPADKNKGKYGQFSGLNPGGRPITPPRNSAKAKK
HCV core dimer – blocks dimerization of HCV core protein; TR-FRET GST/Flag-core106 dimerization, 1536-well; 300,000 tested, 0.33% active; inhibition, % at 5 µM;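 active = inhibition above the mean of all tested compounds plus 3 SD, set per screening campaign, cut at about 45% in these data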
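Assay system: GST-tagged and Flag-tagged HCV core protein residues 1-106 / Times: compound-protein-antibody incubation 4 h at 22.5 °C / Signal: time-resolved FRET, ex 340 nm, em 617 and 671 nm / Evaluation: % inhibition based on acceptor/donor emission ratio / Benchmarks: wells lacking GST-core106 and wells with excess unlabelled core106 / Repeats: singlicate, one well per compound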
Efflux pump mplx – inhibitors of Candida antifungal efflux pumps expressed in yeast; S. cerevisiae Candida pump triplex, Nile Red efflux; 330,000 tested, 0.44% active; AID 485275; inhibition, % at 10 µM;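 active = plate passing quality check with inhibition over a set limit, or well fluorescence over plate mean plus 4 SD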;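 also: Nile Red retained in pooled yeast measured as flow cytometry median fluorescence; 0% = buffer negative control and 100% = Enniatin B positive control; higher means more Nile Red kept so more efflux inhibition; some compounds called inactive have numbers as strong as hits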
An asterisk follows results filed as active; . = no result given. A portion of the library (hit frequency here may not be typical).

SMILES	LYPLA2 counter	PREPL inhibitor	PP5 primary	JMJD2C inh	TPT1 inh	Fh CTSL1 inh	PP1 inh	HCV core dimer	Efflux pump mplx
Fc1ccccc1Cc1noc(CN2CCN(Cc3ccc4c(c3)OCO4)CC2)n1	11	3	-1.2	-16	-4	-6	-2	-2	0.1
O=C(Cn1c(-c2ccccn2)nc2ccccc21)N/N=C/c1ccccn1	3	16	0.5	1	1	2	-3	-9	0.0
CCOC(=O)N1CCN(c2c(NCc3ccccc3OC)c(=O)c2=O)CC1	2	-2	-1.3	3	-1	0	-1	1	-0.1
COc1cccc(NC(=O)Nc2ccccc2C(N)=O)c1	6	6	4.5	0	-2	4	7	-8	-0.1
O=C(O)Cc1ccc(-c2ccccc2-c2ccccc2)cc1	-3	2	-1.0	-3	-3	-3	-1	4	0.0
O=C(O)C(=O)/C(=C\c1cccc(Cl)c1)c1ccc2ccccc2n1	0	0	1.2	16	30*	4	-1	2	-0.1
CCOCCCNC(=O)C(c1ccc(OC)cc1)N(Cc1cccs1)C(=O)c1ccccc1O (stereo not given)	-2	-3	0.1	-19	-4	3	-2	6	0.1
CN(C)S(=O)(=O)c1cccc(NC(=O)CO/N=C(\N)c2ccccc2)c1	1	16	3.2	-5	-1	-34	1	-8	0.0
OCCN(Cc1ccccc1)Cc1cccc(C(F)(F)F)c1	2	0	4.5	-4	1	0	-1	3	0.0
O=C1C(C=NCc2ccncc2)=C(O)c2ccccc21	4	13	-0.4	-10	4	5	1	0	0.1
CC1NC(=O)NC1CCCCCC(=O)Nc1ccc(F)cc1 (stereo not given)	-4	-2	-2.8	-1	1	0	-5	2	0.0
COc1ccccc1NC(=O)Nc1ccc(-n2ccc(C(F)(F)F)n2)cc1	-21	5	6.6	9	-2	0	3	0	0.5
CCC(C)NC(=O)[C@H](CSCc1ccccc1)N1Cc2ccccc2C1=O (stereo not given in full)	0	7	-2.1	12	-6	0	6	-5	-0.1
O=C1c2cccc3cccc(c23)C(=O)N1CCCn1ccnc1	-10	-1	2.2	-15	-3	-3	0	5	0.2
O=C(CCN1C(=O)c2ccccc2C1=O)N1CCN(C2c3ccccc3-c3ccccc32)CC1	2	-11	0.5	27	-1	0	-2	17	0.0
COC(=O)CN(c1ccc(OC)cc1OC)S(=O)(=O)c1ccccc1[N+](=O)[O-]	-1	-7	1.4	-8	-4	0	-2	-32	-0.1
c1cncc(CNc2nc(-c3cccnc3)nc3ccccc23)c1	-2	-2	3.5	9	-2	-1	1	1	0.2
CN(C(=O)COC(=O)c1cc(NS(=O)(=O)c2cc([N+](=O)[O-])ccc2Cl)ccc1O)C1CCCCC1	-3	-6	1.1	-10	1	-3	0	19	-0.1
Cc1ccc([N+](=O)[O-])cc1NC(=S)NC(=O)c1cccs1	0	2	2.2	-6	-1	-1	-1	7	0.3
COc1cccc(C(=O)NN/C(C)=C/C(=O)C(F)(F)C(F)(F)C(F)(F)F)c1	-1	6	1.0	2	-4	2	-3	-10	0.1
Cc1ccccc1N1C(=O)c2sc3nc4c(c(=O)n3c2C1=O)CCC4	15	1	2.8	7	0	-1	-4	-1	0.1
O=C(Cn1sc2ccccc2c1=O)N1CCN(C(=O)c2ccco2)CC1	-3	7	2.0	-21	-3	0	-3	10	0.2
Cc1cc(C(F)(F)F)nc(SCC(=O)NC2CCCCC2)n1	1	-14	1.6	18	-1	-2	-1	-1	-0.1
CC1CCN(C(=O)COc2ncnc3ccccc23)CC1	-4	11	0.4	-13	4	-9	2	-1	0.1
CCOc1ccc(S(=O)(=O)Nc2ccc3c(c2)c2c(n3S(=O)(=O)c3ccc(OCC)cc3)CCCC2=O)cc1	1	-7	-1.6	9	-2	5	4	37	-2.5
COCCn1c(SCC(=O)Nc2ccc(F)cc2)nc2c([nH]c3ccccc32)c1=O	1	-3	1.3	-28	0	0	7	8	-0.4
O=C(c1ccc(S(=O)(=O)Cc2ccccc2F)c([N+](=O)[O-])c1)N1CCCC1	9	-1	1.6	22	-2	-4	3	-1	-0.2
CCc1nc2ccccc2c(C(=O)OCC(=O)NCc2ccc3c(c2)OCO3)c1C	0	-8	1.0	-14	0	4	1	-2	0.2
O=c1c2c(-c3cccs3)csc2ncn1-c1ccc(Br)cc1	4	1	0.9	-5	-1	-4	1	10	-0.3
O=c1[nH]nc(-c2cccs2)c2ccccc12	-2	6	1.6	-2	-4	-4	-1	0	0.2
Cn1ncc2c(Nc3ccc(Br)cc3)nc(Nc3ccc(Br)cc3)nc21	-57	24	1.8	0	-1	5	1	8	0.1
c1ccc(OCc2nc(-c3cccs3)no2)cc1	10	1	2.5	-1	-5	5	1	-3	-0.1
CCOC(=O)c1ccc2nc(C)c3c(c2c1)OC(C)C3 (stereo not given)	-2	1	1.1	-4	-1	0	1	-2	0.0
CCN(CC)S(=O)(=O)c1cc(NC(=O)c2n[nH]c(=O)c3ccccc23)ccc1C	-7	-4	1.4	4	1	-5	1	5	0.1
CC1=C(C(=O)OC(C)C)C(c2cn(-c3ccccc3)nc2-c2cccs2)NC(=O)N1 (stereo not given)	-3	-4	4.9	8	1	-4	4	9	0.1
Cc1nnc(SCC(=O)Nc2ccc([N+](=O)[O-])cc2)n1CC1CCCO1 (stereo not given)	1	-3	3.2	1	-2	-1	-2	0	0.7
O=C(CCCO)N/N=C/c1ccccc1[N+](=O)[O-]	2	12	0.5	-7	-2	0	-2	-7	-0.1
O=S(=O)(NCc1cccnc1)c1ccc(Cl)nc1	6	3	1.6	7	-7	-7	-3	-5	0.0
C[C@@H](C(=O)NCc1ccccc1)[C@@H]1C[C@@]1(C)[C@@H](NC(=O)OCc1ccccc1)c1ccccc1	-1	10	1.7	-5	0	-2	1	2	-0.1
Cc1ccc(C(=O)NNc2nc3ccccc3nc2C(F)(F)F)cc1	3	7	2.8	-3	6	3	-3	2	-0.2
O=C(O)CC(c1ccc(Cl)cc1)N1C(=O)CCC1=O (stereo not given)	-6	-3	0.6	-7	-1	-1	-4	-1	0.0
C=CCOc1ccc(CNc2nn[nH]n2)cc1OC	-3	-12	1.5	4	-1	-2	1	-2	0.1
O=C(Nn1cnnc1)c1ccccc1CCc1ccccc1	-4	12	3.2	-2	2	1	5	5	0.0
O=C1/C(=N/n2cnnc2)c2ccccc2N1Cc1ccccc1	2	-7	2.5	-10	2	16	7	-1	0.1
COc1ccc([C@H]2CC(=O)C=C(c3c(C)cc(C)cc3C)C2)cc1	-5	-14	-1.1	7	.	.	2	.	0.6
Cc1cc(=O)[nH]c(SCCOc2ccc3c(c2)CCC3)n1	1	12	1.3	-35	0	-2	-2	-3	-0.1
CCOC(=O)Cc1csc(NC(=O)CSc2nc3sc(C(=O)O)c(C)c3c(=O)[nH]2)n1	8	3	1.5	-4	-1	1	1	0	-0.2
Cc1cccc(OCC(=O)NS(=O)(=O)c2ccc(Br)cc2)c1	4	-2	-0.9	0	0	0	0	6	0.0
COC(=O)c1cccc(C23CC4(C2)[C@H](CN(CC2CCCCC2)[C@@H]4c2ccccc2)C3c2ccccc2)c1 (stereo not given in full)	-2	-9	2.8	0	8	-1	2	-7	0.0
COc1ccccc1/C=N/NC(=O)CC(=O)NCc1cccnc1	5	-6	2.2	-1	-3	1	-2	3	0.1
COc1cc2c(cc1OC)C(c1cc(OC)c(OC)cc1[N+](=O)[O-])N(C(C)=O)CC2 (stereo not given)	-2	-7	-0.9	5	2	1	2	-5	-0.3
Cc1ccc(CCNC(=O)CCNS(=O)(=O)c2ccc3c(c2)c(=O)n(C)c(=O)n3C)cc1	11	4	3.4	-1	-1	2	-2	1	9.0*
Cc1ccc(S(=O)(=O)NN2C(=O)c3ccccc3NC2c2ccccc2)cc1 (stereo not given)	-4	-13	-1.3	34	-9	-1	-5	-3	-0.1
O=C1/C(=C/c2cccnc2)SC(=S)N1Nc1ccccc1	8	-11	0.5	-22	-4	-3	0	-3	0.0
COc1ccc(/C=N/NC(=O)c2c(C)nc3ccc(Cl)cn23)cc1OC	3	8	-0.6	19	-1	10	-2	18	-0.1
CC(=O)N1CCC(=NNC(=O)c2cccs2)CC1	-6	-8	3.1	-5	2	-1	1	3	0.1
Cc1nc(Nc2cccc(C(C)O)c2)c2nnn(Cc3ccccc3F)c2n1 (stereo not given)	-3	3	-0.3	-14	0	7	3	-4	0.0
Cn1nccc1C(=O)N1CCN(c2cccc(Cl)c2)CC1	-5	16	0.5	0	0	2	-6	6	0.5
CC(C)(C)OC(=O)CN1C(=O)S/C(=C\c2ccc(-c3cccc(C(=O)O)c3)o2)C1=O	-4	-5	2.7	0	5	7	10	15	-0.1
Cc1sc2c(c1C)CN(C1CC(C)(C)NC(C)(C)C1)CN2C(=O)c1ccco1	7	18	-1.4	-5	-5	4	-4	6	-0.3

4 structures out of the list, ordered by SMILES length, low to high.
SMILES	LYPLA2 counter	PREPL inhibitor	PP5 primary	JMJD2C inh	TPT1 inh	Fh CTSL1 inh	PP1 inh	HCV core dimer	Efflux pump mplx
Cn1nccc1C(=O)N1CCN(c2cccc(Cl)c2)CC1	-5	16	0.5	0	0	2	-6	6	0.5
O=C1/C(=C/c2cccnc2)SC(=S)N1Nc1ccccc1	8	-11	0.5	-22	-4	-3	0	-3	0.0
Cc1nc(Nc2cccc(C(C)O)c2)c2nnn(Cc3ccccc3F)c2n1 (stereo not given)	-3	3	-0.3	-14	0	7	3	-4	0.0
CC(C)(C)OC(=O)CN1C(=O)S/C(=C\c2ccc(-c3cccc(C(=O)O)c3)o2)C1=O	-4	-5	2.7	0	5	7	10	15	-0.1

Next section
SMILES	LYPLA2 counter	PREPL inhibitor	PP5 primary	JMJD2C inh	TPT1 inh	Fh CTSL1 inh	PP1 inh	HCV core dimer	Efflux pump mplx
CCCCc1ccc(N2C(=O)[C@@H]3C(CC(N)=O)NC4(C(=O)Nc5ccc(F)cc54)[C@@H]3C2=O)cc1 (stereo not given in full)	8	-3	1.3	2	1	0	-2	3	-0.2
FC(F)(F)c1cccc(CON=C2CCN(c3ncc(C(F)(F)F)cc3Cl)CC2)c1	4	-5	1.2	-2	-1	-1	0	-7	-0.1
CCOC(=O)CC1=C(C(=O)OCC)C(c2ccc(OC)cc2OC)C(C#N)=C(N)O1 (stereo not given)	2	4	5.1	5	-12	0	1	1	0.1
Cc1csc(CN(C)C(=O)CC2C(=O)NCCN2Cc2ccc(F)cc2Cl)n1 (stereo not given)	2	3	1.1	-3	-5	2	1	8	-0.1
O=S(=O)(NCc1cccnc1)c1cc(Cl)ccc1Cl	4	10	-1.1	-3	-3	-2	-5	-3	-0.1
NC(=O)C1(N2CCCCC2)CCN(Cc2ccccc2Cl)CC1	3	18	0.7	2	1	-3	1	3	0.0
CN(Cc1ccccc1)C(=O)CN1CCN(C(c2ccccc2)c2ccccc2)CC1	3	14	3.5	25	0	6	2	6	0.1
c1csc(CNc2ncnc3ccc(-c4ccc5c(c4)OCO5)cc23)c1	-25	19	3.1	-5	.	.	1	.	-0.2
CN1CCN(S(=O)(=O)c2cccc(C(=O)N(C)C(c3ccccc3)c3ccccc3)c2)CC1	-2	35	-1.2	-1	-2	2	-4	4	-0.1
COCCSc1nnc(NC(=O)c2ccc([N+](=O)[O-])cc2)s1	3	4	-2.7	1	-1	2	-2	-7	-0.1
